Bioassay records as filed in PubChem BioAssay.
BoNT-A LC inh2: blocks Botulinum neurotoxin A light chain protease. AID 588499. 360,000 tested, 0.17% active. inhibition, % at 10 µM. multiplex microsphere protease substrate cleavage, flow cytometry; note: plate controls were buffer without enzyme for full effect and enzyme alone for no effect
PfHsp40 rescue: restores yeast growth despite PfHsp40 toxicity; S. cerevisiae expressing PfHsp40, growth rescue, ATP luminescence; 340,000 tested, 0.68% active; growth rescue, % at 12.5 µM; AID 504582; in the data active = growth rescue above about 28%, passing the limit was not always enough; inconclusive = no clear call, values can overlap the other calls;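 note: yeast W303a lacking pdr1 and pdr3 grown in galactose medium; growth measured after three days at 30 °C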
FadD28 binding: inhibitors of Mycobacterium tuberculosis FadD28 bisubstrate binding; AID 588549; inhibition, % at 12.5 µM; FadD28 bisubstrate probe binding, fluorescence polarization; 360,000 tested, 0.22% active; in the data active = inhibition above about 8.5%, passing the limit was not always enough; inconclusive = no clear call, values can overlap the other calls
BioA inh: inhibitors of Mycobacterium tuberculosis BioA enzyme. purified M. tuberculosis BioA enzyme, plate reader. inhibition, % at 9.99 µM. 360,000 tested, 0.096% active; in the data active = inhibition above about 40%; inconclusive = no clear call, values can overlap the other calls
Anthrax LF inh2: blocks Bacillus anthracis lethal factor protease. P15917. multiplex microsphere protease cleavage assay, LF. inhibition, % at 10 µM. 360,000 tested, 0.12% active; note: plate controls were buffer without enzyme for full effect and enzyme alone for no effect
Mtb FBA inh: Mtb fructose-bisphosphate aldolase inhibition | 360,000 tested, 2.3% active | inhibition, % at 1 µM | purified M. tuberculosis FBA, fluorescence read-out | AID 588726 | P9WQA3; in the data active = inhibition above about 27%;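 note: 0% = vehicle and 100% = reference inhibitor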
Target sequence (P9WQA3 whole entry, looked up): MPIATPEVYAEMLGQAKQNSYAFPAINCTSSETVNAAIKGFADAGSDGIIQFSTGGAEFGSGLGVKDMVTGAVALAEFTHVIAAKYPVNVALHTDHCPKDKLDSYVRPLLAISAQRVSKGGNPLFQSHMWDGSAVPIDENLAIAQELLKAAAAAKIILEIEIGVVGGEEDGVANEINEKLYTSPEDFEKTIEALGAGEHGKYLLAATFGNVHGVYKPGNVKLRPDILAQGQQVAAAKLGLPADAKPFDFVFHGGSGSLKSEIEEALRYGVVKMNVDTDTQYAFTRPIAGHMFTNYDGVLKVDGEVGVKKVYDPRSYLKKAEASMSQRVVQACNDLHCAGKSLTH
GDH-TPI inh: inhibits GDH-TPI coupling enzymes, artifact for Mtb FBA screen; 360,000 tested, 1.2% active; GDH-TPI coupled enzyme counterscreen, NADH absorbance; inhibition, % at 4.8 µM; AID 588335; in the data active = inhibition above about 30%;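 note: 0% = DMSO wells and 100% = wells lacking the enzyme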
BoNT-F LC inh: inhibitors of Botulinum neurotoxin F light chain protease | Multiplex microsphere protease cleavage assay, flow cytometry | inhibition, % at 10 µM | 360,000 tested, 0.22% active; in the data active = inhibition above about 35%, passing the limit was not always enough; inconclusive = no clear call, values can overlap the other calls; note: plate controls were buffer without enzyme for full effect and enzyme alone for no effect
Mtb UGM inh: inhibitors of M. tuberculosis UDP-galactopyranose mutase | inhibition, % at 10 µM | purified UGM, fluorescence polarization probe displacement | P9WIQ1 | 320,000 tested, 0.06% active; in the data active = inhibition above about 10%, passing the limit was not always enough; inconclusive = no clear call, values can overlap the other calls
Target sequence (P9WIQ1 whole entry, looked up): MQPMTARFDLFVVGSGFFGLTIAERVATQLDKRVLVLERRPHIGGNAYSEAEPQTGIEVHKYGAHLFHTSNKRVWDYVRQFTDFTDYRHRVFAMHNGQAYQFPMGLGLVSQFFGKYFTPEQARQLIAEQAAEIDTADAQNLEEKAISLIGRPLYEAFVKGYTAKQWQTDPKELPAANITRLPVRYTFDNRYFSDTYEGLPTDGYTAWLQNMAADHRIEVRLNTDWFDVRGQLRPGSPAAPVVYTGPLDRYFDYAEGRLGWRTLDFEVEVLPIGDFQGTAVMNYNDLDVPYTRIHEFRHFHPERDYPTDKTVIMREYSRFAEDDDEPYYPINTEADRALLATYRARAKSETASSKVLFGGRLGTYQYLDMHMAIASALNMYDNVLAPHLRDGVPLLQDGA
The depositor's hits bear a star; ? = inconclusive; / = not tested or not shown; & = joins results of further samples. Cut-off read from the data, not from the text of the source, unless noted: active = inhibition above about 30%; inconclusive = no clear call, values can overlap the other calls; inactive = below that.

SMILES | BoNT-A LC inh2 | PfHsp40 rescue | FadD28 binding | BioA inh | Anthrax LF inh2 | Mtb FBA inh | GDH-TPI inh | BoNT-F LC inh | Mtb UGM inh
CC(=O)c1csc(-c2ccccc2)n1 | -2.0 | -0.6 | -0.9 | / | -6 | 8 | 1 | -3 | -1.1
CC(C(=O)N1CCCCCC1)N(c1ccc(Cl)cc1)S(C)(=O)=O (configuration not stated) | -0.5 | -2.7 | -2.2 | -3.4 | -2 | 1 | 5 | 22 | 0.3
O=C(N=Nc1c(O)[nH]c2ccccc12)c1ccccc1NS(=O)(=O)c1cccs1 | -0.4 | -0.2 | 0.9 | / | 0 | -4 | 34* | 4 | 2.1
CC/C(C)=N\NC(=O)CNC(=O)c1ccc(Cl)cc1Cl | -0.3 | 0.9 | 0.3 | 6.5 | -2 | 2 | -2 | 1 | -0.8
CCOC(=O)C1=C(C)Nc2sc(C(=O)c3ccc(OC)cc3)c(N)c2C1c1ccc(C(=O)OC)cc1 (configuration not stated) | 30* | -0.8 | -0.1 | -1.8 | 21 | 4 | 16 | 12 | 2.2
COc1ccc(CNC(=O)C(C#N)c2nc3ccccc3nc2N2CCN(C)CC2)cc1 (configuration not stated) | -0.3 | 0.1 | -2.7 | / | -3 | -8 | -4 | -6 | -0.8
CC(NC(=O)c1ccco1)c1nc(-c2ccccc2)no1 (configuration not stated) | -1.5 | -1.3 | -1.5 | -2.2 | -6 | 0 | -5 | -2 | 0.7
CCc1ccc(NC(=O)N(CCOC)C2CCN(C(C)=O)CC2)cc1 | ? | -0.1 | 0.9 | 1.6 | 2 | 0 | 7 | 4 | -1.8
COC(=O)c1ccc2c(c1)C(C)(C)C(/C=C/c1ccc(OC)c(OC)c1OC)=[N+]2C | 0.1 | -0.9 | -2.1 | / | -4 | 47* | 5 | -23 | -3.7
COc1cc(-c2nnc(NC(=O)CS(=O)(=O)c3ccc(Cl)cc3)o2)cc(OC)c1OC | 0.0 | / | -1.8 | -0.3 | 5 | -2 | 14 | -4 | /
COc1ccccc1NC(=O)CC1SC(=N)N(c2ccccc2)C1=O (configuration not stated) | -0.6 | 0.4 | -0.4 | / | 1 | 0 | 1 | -2 | -1.6
CC(C)c1ccc(/C=N/NC(=O)c2cc(-c3cccc([N+](=O)[O-])c3)n[nH]2)cc1 | -0.7 | -0.2 | -3.6 | 0.2 | -16 | 2 | 8 | 34 | 6.1

Reprinted at random: two records from the list.
SMILES | BoNT-A LC inh2 | PfHsp40 rescue | FadD28 binding | BioA inh | Anthrax LF inh2 | Mtb FBA inh | GDH-TPI inh | BoNT-F LC inh | Mtb UGM inh
CC(C(=O)N1CCCCCC1)N(c1ccc(Cl)cc1)S(C)(=O)=O (configuration not stated) | -0.5 | -2.7 | -2.2 | -3.4 | -2 | 1 | 5 | 22 | 0.3
CC/C(C)=N\NC(=O)CNC(=O)c1ccc(Cl)cc1Cl | -0.3 | 0.9 | 0.3 | 6.5 | -2 | 2 | -2 | 1 | -0.8

(continued)
SMILES | BoNT-A LC inh2 | PfHsp40 rescue | FadD28 binding | BioA inh | Anthrax LF inh2 | Mtb FBA inh | GDH-TPI inh | BoNT-F LC inh | Mtb UGM inh
O=C(NCc1ccccc1Cl)c1cc2c(s1)CS(=O)(=O)C2 | 1.1 | 1.6 | -3.9 | 1.9 | 0 | 0 | 7 | 0 | 3.7
O=C(CNc1ccc(Br)cc1)Nc1ccc(S(=O)(=O)N2CCCCC2)cc1 | 0.1 | / | -4.1 | -1.3 | -9 | -2 | 3 | 2 | /
CCOC(=O)C1=C(C)NC(C)=C(C(=O)OCC)C1C(=O)OCC(=O)NCc1ccc(F)cc1 | -4.7 | -0.7 | -2.8 | 2.5 | -5 | 7 | 9 | -5 | -1.4
C=CCc1cccc2cc(NC(C)=O)c(=O)oc12 | 1.1 | -1.1 | 0.1 | -1.3 | -3 | 5 | 9 | 8 | -0.3
CCC(CC)NC(=O)COn1nnc2ccc(S(=O)(=O)N3CCOCC3)cc21 | / | -1.2 | -4.3 | 1.0 | / | -2 | -7 | / | 0.3
O=C(c1ccccc1)N1CCN(CC(O)Cn2ccc3ccccc32)CC1 (configuration not stated) | 0.3 | -0.3 | -0.3 | / | -4 | 1 | 8 | -6 | 2.7
C[n+]1ccccc1Nc1cc([N+](=O)[O-])ccc1N | -0.9 | -2.6 | -3.0 | 1.5 | -3 | 1 | 21 | ? | 0.0
CC(=O)c1sc(NC(=O)CCc2ccccc2)nc1C | -0.8 | / | -0.8 | 0.3 | -3 | 1 | 13 | -12 | /
COc1ccccc1CNc1ccc2nnc(CCNC(=O)c3ccccc3)n2n1 | -0.7 | 0.5 | -2.9 | / | 2 | 4 | -3 | -8 | -4.9
Cc1ccnc2c1ccc1ccccc12 | -0.2 | 0.1 | -1.4 | -1.7 | 17 | -1 | 8 | 28 | 0.1
O=C1/C(=C\c2cc(Br)cc(Br)c2O)SC(=S)N1Cc1ccccc1 | -1.7 | 0.1 | ? | 0.5 | -8 | 1 | 0 | ? | -3.0
O=C(CNC(=O)C12CC3CC(CC(C3)C1)C2)NCc1ccccc1 | 0.3 | 0.9 | -1.8 | -0.2 | 4 | 5 | -5 | ? | 3.4
CCC(NS(=O)(=O)c1cnn(CC)c1)c1ccccc1 (configuration not stated) | 0.5 | 0.3 | -3.4 | -2.7 | 0 | -1 | -1 | -4 | -2.2
CCCCn1c(=N)n(CCOc2ccc(C)cc2)c2ccccc21 | -0.6 | -2.4 | -2.1 | / | -2 | 0 | 3 | -2 | 1.4
CC(C)c1ccc(C(=O)OCC(=O)Nc2cccc(S(=O)(=O)NC3=NCCC3)c2)cc1 | -0.1 | / | 0.4 | -2.1 | -3 | -1 | -8 | 4 | /
Cc1ccc2c(CC(=O)NC3=NCCS3)coc2c1 | -0.5 | -0.3 | -1.4 | -1.9 | -2 | 0 | 3 | -12 | 1.3
O=c1cc(CN2CCCCC2)c2ccccc2o1 | 0.1 | / | -2.4 | 1.4 | 5 | 1 | / | -4 | /
COc1ccccc1-c1cc(C(F)(F)F)n2ncc(C(=O)N3CCc4ccccc4C3)c2n1 | -0.2 | 6.3 | -5.1 | -0.4 | 3 | -1 | 10 | 1 | -1.1
O=C(NCCC(=O)N1CCN(S(=O)(=O)c2ccc(F)cc2)CC1)Nc1ccccc1 | -0.8 | -0.2 | -1.5 | -0.5 | -3 | -3 | 6 | 0 | /
CC(C)(C)NC(=O)C(c1ccccc1)N(C(=O)CNC(=O)c1cccs1)c1cccnc1 (configuration not stated) | 0.6 | 0.1 | -0.1 | -0.5 | -13 | -1 | -3 | -35 | 1.1
C[C@H](CO)N1C[C@H](C)[C@H](CN(C)C(=O)Oc2cccc3ccccc23)OCc2cnnn2CCCC1=O | -0.2 | / | -2.9 | 1.4&2.9 | -5 | -2 | 3 | -6 | /
CN(CC(=O)Nc1cccc(Cl)c1)S(=O)(=O)c1ccc2c(c1)n(C)c(=O)c(=O)n2C | 0.0 | -0.7 | -1.8 | -2.1 | -2 | -2 | 9 | -5 | -0.7
O=C(NC(NC(=S)N1CCOCC1)C(Cl)(Cl)Cl)c1ccc(Cl)cc1 (configuration not stated) | -0.7 | -0.2 | -7.1 | 0.9 | -2 | 1 | -7 | -8 | -0.1
CC(=O)N1N=C(c2ccncc2)OC12CCCCC2 | 1.1 | 0.2 | -1.0 | -0.4 | -3 | 89* | 0 | -7 | 0.0
Cc1ccc(S(=O)(=O)Cc2ccc(C(=O)N3CCN(Cc4ccccc4)CC3)o2)cc1 | -0.1 | 1.4 | 1.1 | -1.2 | -7 | 4 | -1 | 5 | -0.4
O=C(CS(=O)(=O)Cc1ccccc1)Nc1ccccn1 | / | -2.3 | -2.5 | -0.4 | / | 3 | 0 | / | 2.9
COc1ccc(N(CC(=O)N2CCN(C)CC2)S(=O)(=O)c2ccccc2)cc1 | 0.0 | -0.2 | -2.4 | -0.5 | 10 | -2 | -4 | 14 | 0.6
Cc1ccc(NC(=O)C2CCN(c3cnccn3)CC2)cc1 | -0.3 | -0.6 | 0.0 | / | -5 | 3 | -2 | -2 | 1.3
COc1cc(O)ccc1C=O | -1.4 | -0.6 | -2.5 | / | -2 | 3 | 21 | 2 | -0.4
COc1cccc(C2C(C#N)=C(N)Oc3c2oc(CO)cc3=O)c1OC (configuration not stated) | 0.6 | 0.1 | -3.5 | -3.7 | -1 | -5 | -3 | 2 | -4.0
CC1(C(=O)NCc2ccc(C(F)(F)F)cc2)CCN1Cc1ccccc1OC(F)F (configuration not stated) | 0.0 | / | -2.1 | 2.7 | -7 | -3 | 11 | -4 | /
Cc1ccc2cc(CN(Cc3ccco3)C(=O)c3cccs3)c(=O)[nH]c2c1 | -0.4 | 42* | -2.1 | 1.8 | 2 | 5 | 12 | 8 | -1.2
COc1ccc(/C=C2\CCC(C3CCCC3)C2=O)cc1 (configuration not stated) | -1.5 | -0.1 | -0.7 | -0.2 | 3 | 2 | 4 | ? | -2.3
O=C(NCCc1nc2ccccc2[nH]1)/C(=C/c1ccco1)NC(=O)c1ccc(Br)o1 | 0.1 | 1.4 | -1.5 | 2.1 | 0 | -2 | 33* | -4 | -2.5
CCOc1ccc(CCNC(=O)CS(=O)Cc2nc(-c3ccccc3C)oc2C)cc1OCC (configuration not stated) | -49 | 0.3 | -0.9 | -0.5 | -18 | 6 | 1 | -98 | 0.0
COC(=O)Cn1cc(C(=O)OC)c2ccccc21 | 1.9 | -0.5 | -2.8 | -0.3 | -1 | -5 | -9 | ? | -0.9
CCOC(=O)/C=C/c1ccccc1S(=O)(=O)NC(C)(C)C | 0.5 | 1.8 | 0.1 | 0.6 | 1 | 6 | 7 | -1 | 0.1
COc1cccc(NC(=O)c2ccn(C)n2)c1 | 2.0 | 1.0 | -0.4 | -0.1 | 5 | 1 | 5 | 24 | -1.1
Cc1ccc(NC(=O)c2ccc3c(c2)[nH]c(=O)n3C(C)C)cc1 | 3.3 | 0.3 | -2.9 | / | 2 | 4 | -5 | 16 | 0.8
Cc1cc(OC(C)C(=O)NC2CC(C)(C)NC(C)(C)C2)c2c(C)cc(=O)oc2c1 (configuration not stated) | -0.6 | -1.5 | -1.7 | -0.7 | 0 | 154* | -2 | -4 | 1.0
NC(=O)c1ccc(NC(=O)COC(=O)CCC2CCCCC2)cc1 | 0.3 | -1.0 | -1.4 | -0.2 | -1 | 2 | -3 | -5 | 1.5
CN(CC(=O)Nc1ccc(Cl)c(C(F)(F)F)c1)C(=O)C1CC(=O)N(CCc2ccccc2)C1 (configuration not stated) | -1.4 | 1.8 | -9.5 | 0.7 | 1 | -1 | -10 | ? | /
Cc1ccc(NC(=O)c2cc(CC(C)C)nc3ccccc23)cc1 | -2.1 | -0.3 | -2.3 | 1.4 | 5 | 2 | -4 | -13 | -0.7
COc1ccc(Cc2nnc(NC(=O)C3CC(=O)N(c4ccccc4)C3)s2)cc1OC (configuration not stated) | 1.6 | -2.2 | / | 1.0 | 0 | 1 | -4 | 3 | 5.5
COc1cc(CN2C(=O)C(CCc3ccccc3)ON=C2c2cnccn2)cc(OC)c1 (configuration not stated) | 0.0 | / | -15 | -0.3 | -1 | -1 | 0 | -4 | /
COc1cccc(CNc2nc3cc(-c4ccccc4CO)sc3c(=O)n2C)c1 | 0.4 | / | 0.4 | 1.6 | -2 | 4 | 7 | 0 | /

Record cards (already shown). Order of screens: BoNT-A LC inh2, PfHsp40 rescue, FadD28 binding, BioA inh, Anthrax LF inh2, Mtb FBA inh, GDH-TPI inh, BoNT-F LC inh, Mtb UGM inh
COc1cccc(NC(=O)c2ccn(C)n2)c1 is listed with 2.0, 1.0, -0.4, -0.1, 5, 1, 5, 24, -1.1
COc1cc(CN2C(=O)C(CCc3ccccc3)ON=C2c2cnccn2)cc(OC)c1 (configuration not stated) is listed with 0.0, /, -15, -0.3, -1, -1, 0, -4, /
Cc1ccc(NC(=O)c2cc(CC(C)C)nc3ccccc23)cc1 is listed with -2.1, -0.3, -2.3, 1.4, 5, 2, -4, -13, -0.7
